aDG glyco up: activators of alpha-DG glycosylation, primary screen, uHTS, Pro5-aDG cells, AlphaScreen; alpha-DG glycosylation AlphaScreen (IIH6); 0% Pro5, 100% B10-LARGE cell signal; activation, % at 10 µM; 360,000 compounds, 0.22% hits; AID 624168, 2012;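 active means activation of at least 8% versus controls, or a plate z-score of at least 8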;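 further: Pro5 are CHO cells carrying HIG-tagged alpha-DG that lacks glycosylation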
MITF TRPM1 inh: inhibitors of MITF-dependent TRPM1 promoter reporter, primary screen, cell-based, SK-MEL-5, single point, luciferase | SK-MEL-5 TRPM1 promoter luciferase, 24 h | inhibition, % at 12.5 µM | 330,000 compounds, 0.83% hits | AID 488899, 2010;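 active means mean inhibition across replicates of 60% or more, whatever share of single replicates reaches that level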; further: values of inactives mirror those of a sister screen read the other way
Peg3 promoter: Peg3 promoter-driven luciferase inhibitors, primary screen, cell-based, HeLa, luciferase luminescence; HeLa PEG-Prom luciferase reporter, overnight; inhibition, % at 20 µM; 360,000 compounds, 1.7% hits; AID 588405, 2011;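 active means inhibition of at least 50% at 20 µM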
TWEAK-Fn14 inh: inhibitors of TWEAK-Fn14 signaling, primary screen, luciferase reporter cells, uHTS; TWEAK-stimulated Fn14 reporter cells, luciferase luminescence, 8 h; inhibition, % at 10 µM; 360,000 compounds, 2% hits; AID 1159606, 2016; in the data active means inhibition above about 50%
NR2E3 ag-1: inhibitors of NR2E3-RetCOR corepressor binding, primary screen, NR2E3 agonist project, biochemical, TR-FRET, GST-NR2E3, biotin-RetCOR | Photoreceptor-specific nuclear receptor (Homo sapiens), Q9Y5X4 | 1536-well | inhibition of corepressor binding, % at 4.78 µM | 320,000 compounds, 0.12% hits | AID 2300, 2010;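 active means percent inhibition above the cutoff of mean plus 3 SD of all tested compounds, set per screening campaign, cut at about 20% in these data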;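 further: 0% = DMSO wells and 100% = biotin wells as full block of FRET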
Target sequence (Q9Y5X4 whole entry, looked up): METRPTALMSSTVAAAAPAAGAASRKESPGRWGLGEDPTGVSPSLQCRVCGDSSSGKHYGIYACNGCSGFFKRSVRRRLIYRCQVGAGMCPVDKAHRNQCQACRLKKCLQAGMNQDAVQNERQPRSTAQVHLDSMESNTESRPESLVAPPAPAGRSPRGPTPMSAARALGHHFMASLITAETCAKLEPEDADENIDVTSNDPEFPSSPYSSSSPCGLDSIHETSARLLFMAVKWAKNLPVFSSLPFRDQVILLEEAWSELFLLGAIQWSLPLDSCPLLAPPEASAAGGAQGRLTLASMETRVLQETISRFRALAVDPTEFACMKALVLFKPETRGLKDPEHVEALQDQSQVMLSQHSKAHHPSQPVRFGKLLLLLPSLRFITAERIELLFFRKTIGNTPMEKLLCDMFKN
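Material: NR2E3–RetCOR corepressor complex / Incubation: Compound–protein incubation for 5 h at 4 °C / Dosing: compound at 4.8 µM, single dose / Detection: time-resolved FRET / Benchmarks: high control biotin, low control 0.6% DMSO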
HIF-2a inh: HIF-2a reporter inhibitors, primary screen, luminescence, 786-0 RCC cells. 786-0 RCC cells HIF-2a reporter, luciferase luminescence, overnight. inhibition, % at 18.8 µM. AID 624352, 2012. 360,000 compounds, 0.72% hits;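 active means inhibition of the luminescence signal of 40% or more relative to plate controls, in a single-dose primary screen at 18.75 µM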
Shn3 3UTR inh: reduction of Shn3 3'UTR firefly luciferase signal, primary screen, Schnurri-3 inhibitor project, cell-based, Clone20 osteoblasts, set 2 | Clone20 osteoblast Shn3 3'UTR firefly luciferase, 24 h | inhibition, % at 12.5 µM | 360,000 compounds, 0.52% hits | AID 588674, 2011;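 active means mean inhibition of at least 75% with every replicate also reaching 75%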;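 further: 0% = median of neutral control wells and 100% = pilot-screen positive control compound; some compounds past the cut are filed as inactive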
KKLEB tox: cytotoxicity in KKLEB CF airway cells, primary screen, cytotoxicity control for CF NF-kB inhibitor project, cell-based, uHTS, fluorescence assay plates; KKLEB CF airway cells viability, ATPlite luminescence, overnight; stronger effect = lower value; cells stimulated with P. aeruginosa culture filtrate; 360,000 compounds, 0.36% hits; activity change (cytotoxicity), % at 5 µM; AID 602141, 2011;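 active means corrected activity change at or below -50% at 5 µM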
NR2E3 ag-2: NR2E3 agonists in two-hybrid cells, primary screen, cell-based, luminescence, CHO-S, Gal4-NCOR/VP16-NR2E3. Photoreceptor-specific nuclear receptor (Homo sapiens), Q9Y5X4. luciferase. inhibition of corepressor binding, % at 3.98 µM. 360,000 compounds, 0.35% hits. AID 602229, 2012;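 active means inhibition above the mean of all tested compounds plus 3 SD, cut at about 70% in these data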;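 further: 0% = DMSO with NR2E3 transfected cells and 100% = cells lacking NR2E3 construct; higher means lower luciferase signal from less NR2E3 corepressor binding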
CF NFkB block: inhibitors of PAF-induced NF-kB signaling, primary screen, cell-based, GFP fluorescence, uHTS; KKLEB NF-kB-GFP reporter, GFP fluorescence overnight; 360,000 compounds, 0.86% hits; inhibition, % at 5 µM;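 active means at least 50% inhibition at 5 µM, scaled per plate between neutral and stimulator controls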;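 further: PAF is a Pseudomonas aeruginosa culture filtrate used as stimulus; plate controls were PAF-stimulated DMSO wells for no effect and unstimulated DMSO wells for full effect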
iPSC survival up: enhancers of single-cell hiPSC survival, primary screen, ATPlite luminescence; survival enhancement, % at 20 µM; 360,000 compounds, 0.044% hits; 100% = ROCK inhibitor wells, 0% = DMSO; in the data active means survival enhancement above about 18%;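 further: cells exposed to compounds for 16 hours before the ATP read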
The depositor's hits bear a star; . = not tested or not shown. Rows are unselected; overall some 4.4% were active at least once.

SMILES	aDG glyco up	MITF TRPM1 inh	Peg3 promoter	TWEAK-Fn14 inh	NR2E3 ag-1	HIF-2a inh	Shn3 3UTR inh	KKLEB tox	NR2E3 ag-2	CF NFkB block	iPSC survival up
Oc1ccc(/C=N/N2CCCCC2)cc1O	0.1	-24.8	-9.5	-34.8	-2.0	10.8	12.2	-3.9	2.2	-2.0	3.3
CCN(CC)C(=O)COc1ccc(-c2nnc(Nc3ccc(OC)c(C(=O)NC)c3)c3ccccc23)cc1	-0.1	6.4	12.4	5.3	5.6	8.2	2.3	2.8	-0.6	-0.4	-0.7
CC(=O)NC(=S)Nc1ccc(S(=O)(=O)Nc2nc(C)cc(C)n2)cc1	-0.1	5.9	0.1	3.7	5.8	9.6	-4.8	6.2	16.8	-14.1	1.6
Cc1ccc(S(=O)(=O)N2CCCCC2)cc1NC(=O)C1CC(=O)N(c2ccc3c(c2)OCCO3)C1 (stereo not drawn)	-0.2	5.4	22.1	12.2	-4.5	16.0	22.0	1.7	-23.1	-0.4	0.4
NC(=O)[C@@H]1CCNc2c(I)cc([N+](=O)[O-])cc2C(=O)N[C@@H](CCC(=O)O)C(=O)N[C@@H](CO)C(=O)N1	0.0	-7.8	-5.9	4.8	1.0	14.0	10.1	-1.1	-15.6	-24.0	-0.2
Cc1ccc(C(=O)O/N=C2\CCCc3ccccc32)cc1	-0.2	-32.6	-148.8	25.3	-0.8	-148.9	-12.2	-12.9	-25.9	-10.8	1.9
O=C(NNC(=O)c1sc2cccc(Cl)c2c1Cl)Nc1ccccc1	0.0	-5.4	-13.1	-41.2	1.1	-5.8	40.1	-19.2	-12.5	-12.0	-0.2
Cc1cc(NS(=O)(=O)N(C)C)ccc1C(C)C	0.0	7.7	-9.3	-7.4	4.3	-13.6	6.4	-0.8	-25.3	6.2	1.4
Cn1c(=O)[nH]c(=O)c2c1nc(Br)n2CC(O)COc1ccc(Cl)cc1 (stereo not drawn)	-0.3	-2.9	-0.2	-23.6	-2.4	21.4	9.6	5.5	13.8	2.4	-1.2
Cn1nnc(C(O)CNCc2cccs2)n1 (stereo not drawn)	-0.1	-4.5	-22.0	9.9	2.7	3.0	19.6	1.5	-12.4	0.1	0.4
CCc1c(C)sc(NC(=S)Nc2cccnc2)c1C(=O)OC	-0.1	-10.9	17.4	-5.4	10.0	2.1	1.9	1.0	-6.6	5.6	-0.7
Cc1cccc(NC(=O)CNC(=O)c2ccccc2Cl)n1	0.1	-14.6	-14.3	-10.3	-0.6	-40.5	-5.0	-7.0	-13.6	16.6	-0.1
CSc1ccc(OC2(C)CCN(Cc3ccc(-c4ccccn4)cc3)C2)cc1 (stereo not drawn)	2.0	.	-3.9	-7.1	.	4.6	-7.0	4.3	16.4	-18.0	0.1
O=C(NNC1=NS(=O)(=O)c2ccccc21)C1CC(=O)N(c2ccccc2)C1 (stereo not drawn)	0.0	-6.7	0.2	-2.2	2.4	14.7	-7.4	9.8	3.4	-14.0	0.6
CCC(CNc1cc(OC)cc2cccnc12)NC1CCCCC1 (stereo not drawn)	7.1*	18.5	-6.2	24.2	20.9*	18.2	15.8	-11.3	-9.6	-2.1	-0.6
C/C(=N\Nc1nc(C)cc(-c2ccccc2)n1)c1ccc(C)o1	4.6*	7.7	-4.5	8.9	-1.6	-18.0	5.1	5.3	5.6	-0.3	0.1
CC(Oc1ccc(-c2ccccc2)cc1)C(=O)N/N=C/c1cccnc1 (stereo not drawn)	0.0	2.6	21.3	12.7	2.9	-2.6	-11.6	4.2	8.7	-2.9	-0.7
O=C1c2cccc3cccc(c23)C(=O)N1CCCN1CCN(c2ccc(F)cc2)CC1	-0.2	-9.3	-5.5	-20.2	-0.7	-13.8	-48.6	-3.3	-28.6	-26.7	-0.6
CCC1(C)Cc2ccccc2/C(=C/C(=O)N2CCCCC2)N1 (stereo not drawn)	0.0	-5.4	1.4	-3.8	0.9	8.5	-6.4	1.4	-17.1	9.9	-0.9
O=C(COC(=O)/C=C/c1cccc(Br)c1)NCCc1ccccc1	0.2	3.5	-7.7	-9.8	1.4	4.1	0.2	-17.8	3.6	18.6	1.1
CCCCC(=O)Nc1cccc(-c2nc3ncccc3o2)c1	0.2	-27.6	-43.1	-7.8	0.4	-55.4	-6.4	11.8	-17.6	-20.6	1.1
CC(C)[C@H](NC(=O)OCc1ccccc1)C(=O)OCC(=O)N1C(C)CCCC1C (stereo partly drawn)	0.4	-9.9	-7.3	-0.8	.	-3.8	3.1	6.5	2.0	6.8	-2.1
Clc1ccc(Br)cc1-c1nc(-c2ccncc2)no1	0.3	-23.0	-181.1	1.7	0.0	-185.8	-25.8	22.6	-23.5	-23.4	2.4
COc1ccc(-c2cc(C(=O)N(C)Cc3ccccc3F)c3ccccc3n2)cc1OC	-0.6	4.9	60.5*	20.6	4.3	3.0	12.7	-20.4	5.7	19.4	1.0
S=c1[nH]ncn1/N=C/c1cccs1	-0.1	0.6	-2.6	22.2	-2.0	7.9	2.5	4.6	-27.3	-8.7	-0.4
CCCS(=O)(=O)c1c(S(=O)(=O)CCC)c2c(N)cccn2c1C(=O)c1ccc(OC)cc1	0.0	-390.6	-5.1	3.0	-1.5	0.2	18.2	-1.6	4.0	9.0	2.2
COc1ccccc1-c1nn2c(=O)cc(C)nc2s1	0.2	-29.1	-145.5	-19.8	-0.6	-159.9	-36.3	6.4	-30.3	-14.9	-2.2
CCOC(=O)CNC(=O)Nc1nnc(-c2ccc(OCC)cc2)o1	0.1	-5.4	-19.9	5.3	-2.5	-25.6	1.4	18.3	-15.8	-10.1	-1.0
COC(=O)C(C(=O)OC)c1ccccc1[N+](=O)[O-]	-0.1	-5.3	3.0	10.9	3.4	10.3	-6.2	7.3	-25.3	-10.5	-1.3
O=C(C1CCCN(c2ncnc3c2nc2n3CCCCC2)C1)N1CCN(c2ccc(F)cc2)CC1 (stereo not drawn)	-0.1	8.0	44.5	22.4	0.2	6.2	23.7	-15.0	1.7	22.1	-0.5
CCC(=O)Nc1ccc(-c2cc(-c3ccccc3)nc(-c3ccc(NC(=O)CC)cc3)n2)cc1	-0.5	-7.1	18.2	12.9	4.8	-0.9	64.7	-1.6	-13.3	-1.1	-0.8
COc1cccc(C(=O)NC(=S)Nc2ccc(Cl)c(C(=O)O)c2)c1	-0.3	10.2	-0.4	7.3	1.4	4.0	-11.2	0.3	-1.7	1.8	5.4
Cc1ccc(NC(=O)CN(C)CC(=O)Nc2ccccc2C(=O)Nc2ccccc2)cc1	-0.2	4.3	0.6	-12.2	-2.2	6.2	18.0	-7.4	-10.1	13.8	-0.5
CC1(C)CC(=O)c2cnc(NC(=O)c3ccco3)nc2C1	-0.2	-11.7	-52.7	0.1	1.6	-84.8	-31.7	-4.1	-21.1	-5.8	-1.2
COc1ccc(Br)cc1CN(C)C(=O)CNC(=O)c1ccc2ccccc2c1	0.3	-1.6	21.4	45.8	-1.0	11.2	19.1	-0.2	6.2	-17.8	-0.6
COC(CN(C)C(=O)C1CCC(CNS(=O)(=O)c2ccc(C)cc2)CC1)OC (stereo not drawn)	0.1	-3.8	3.4	7.2	-0.1	-1.4	-1.4	11.3	-14.5	7.8	-0.6
CN(Cc1ccccc1)CC(O)COc1ccc(CNCc2cccnc2)cc1 (stereo not drawn)	-0.1	-6.9	5.2	-6.0	0.1	28.5	6.2	4.4	6.8	-26.2	-0.5
COc1ccc(CNC(=O)/C=C/c2ccco2)cc1OC	0.1	2.8	6.3	-13.3	1.4	10.4	12.1	6.6	-20.8	-4.8	-0.3
COc1ccc(C)cc1NCc1ccc(OC)c(C)c1OC	-0.1	6.2	15.2	-13.9	-0.9	15.3	21.5	-2.8	18.7	5.2	-0.6
CC(C)CN(C(=O)CCNC(=O)c1ccccc1Cl)C1CCS(=O)(=O)C1 (stereo not drawn)	-0.4	-1.3	-1.1	-5.8	0.6	5.4	-9.9	12.7	-7.6	9.3	-0.2
Cn1nc(C(=O)NC2=NCCS2)ccc1=O	-0.1	-4.6	-15.9	-10.3	-4.0	-4.7	-1.8	17.6	-17.2	-26.9	-2.4
CC1(C)Cc2c(sc3c2C(=O)N(c2ccccc2)C2=NCCN23)CS1	-0.3	-0.4	3.9	-2.2	3.0	10.4	-20.9	8.8	-4.0	-2.0	3.5
CCn1c(SCC(=O)NC2CCCC2)nc2c1c(=O)n(C)c(=O)n2C	0.1	-2.0	0.6	15.2	-1.8	-3.7	-21.4	-3.2	-21.6	8.5	-0.7
O=C(Nc1ccc(F)cc1)c1ccc(S(=O)(=O)N2CCOCC2)o1	-0.1	.	4.5	0.2	-0.6	11.3	-30.5	11.0	-20.8	-17.9	-0.6
CCCCC(=O)Nc1cccc(C(=O)Nc2ccccc2C(=O)O)c1	-0.3	3.2	0.4	1.8	3.3	9.8	-8.8	-29.5	-9.7	4.7	1.5
O=C(CSc1nnc(-c2ccccc2Cl)o1)N1CCOCC1	0.0	-81.1	-254.7	5.1	6.1	-169.7	-79.3	-11.1	-90.8	-0.2	-0.1
O=C(/C=C/c1ccccc1)NNc1ccc(Cl)cc1	-0.1	0.6	11.7	-11.7	1.6	14.0	-9.0	-3.9	1.5	3.4	0.9
COc1ccc(OC(=O)c2ccc(Cl)cc2)c(C(C)=O)c1	0.0	-6.0	-50.0	3.5	1.9	-43.2	-26.3	0.8	25.6	6.9	1.8

Entries of single compounds, looked up by structure. Order of values: aDG glyco up, MITF TRPM1 inh, Peg3 promoter, TWEAK-Fn14 inh, NR2E3 ag-1, HIF-2a inh, Shn3 3UTR inh, KKLEB tox, NR2E3 ag-2, CF NFkB block, iPSC survival up
Entry for CCCCC(=O)Nc1cccc(C(=O)Nc2ccccc2C(=O)O)c1 → -0.3, 3.2, 0.4, 1.8, 3.3, 9.8, -8.8, -29.5, -9.7, 4.7, 1.5
Entry for CC1(C)Cc2c(sc3c2C(=O)N(c2ccccc2)C2=NCCN23)CS1 → -0.3, -0.4, 3.9, -2.2, 3.0, 10.4, -20.9, 8.8, -4.0, -2.0, 3.5
Entry for CN(Cc1ccccc1)CC(O)COc1ccc(CNCc2cccnc2)cc1 (stereo not drawn) → -0.1, -6.9, 5.2, -6.0, 0.1, 28.5, 6.2, 4.4, 6.8, -26.2, -0.5

Screening data from PubChem BioAssay.
